All columns: NCI-60 one-dose screen, growth in % after 48 h at 10 µM unless noted; 100 = growth as untreated, 0 = no growth, -100 = all killed.
UO-31: UO-31 renal cancer; actives 5.2% (n = 81,000)
RXF 393: RXF 393 renal cancer cells. actives 6.9% (n = 77,000)
CAKI-1: CAKI-1 renal cancer | actives 4.7% (n = 75,000)
A498: A498 renal cancer cells; actives 5.4% (n = 76,000)
PC-3: PC-3 prostate cancer cells | AID 1794754 | actives 3.9% (n = 80,000)
786-0: 786-0 renal cancer cells. actives 5.1% (n = 81,000). AID 1794775
TK-10: TK-10 renal cancer cells; actives 3.9% (n = 81,000)
ACHN: ACHN renal cancer; actives 4.9% (n = 81,000); AID 1794771
SN12C: SN12C renal cancer cells; actives 3.8% (n = 81,000); AID 1794767
Numbers without * were called inactive; / = not tested or not shown; [ ] = another dose, or the depositor's remark. The calls were made as follows: active = growth percent below 10; inactive = the rest.

SMILES	UO-31	RXF 393	CAKI-1	A498	PC-3	786-0	TK-10	ACHN	SN12C
c1cncc(-c2nc(-c3c[nH]c4ccccc34)cs2)c1	46	101	82	70	74	120	100	85	79
COc1cc(-c2cn(-c3ccc(Cl)cc3)c(=O)n2-c2ccccc2)cc(OC)c1OC	26	75	66	69	48	51	76	61	84
CC(=O)c1ccc(NS(=O)(=O)c2c(O)c3cc(Cl)ccc3oc2=O)cc1	85	/	93	108	95	101	110	104	107
N#CCCCCCCBr	92	106	93	109	/	99	103	99	108
CCC/C=C/C=N/N1C(=S)N(c2cccnc2)[C@]23OC(N)=C(C#N)[C@]12C(=O)c1ccccc13	75	106	/	98	90	94	114	94	98
COc1ccc(CCNCCCOc2cc3c(Nc4ccc(S(=O)(=O)Nc5nccs5)cc4)ncnc3cc2OC)cc1OC	94	112	93	94	108	108	110	105	102
CS(=O)(=O)c1ccc(-c2nc3ccccn3c2C=Nc2ccccc2)cc1	100	125	94	89	101	100	102	98	100
COc1cc2nc(-c3ccc(Cl)cc3)cc(OCCCN3CCCC3)c2cc1OC	42	43	3.8*	/	42	67	101	35	38
CN(C)c1ccc2c(=O)c3ccccc3oc2n1	73	101	97	58	82	93	135	100	94
O=C(NCCc1c[nH]c2ccccc12)c1ccc(NS(=O)(=O)c2ccc3c(c2)OCCCO3)cc1	73	101	84	94	81	105	93	80	/
Cc1c(-c2cn(C3CC3)c3cc(N4CCNCC4)c(F)cc3c2=O)ssc1=S	84	105	98	92	100	/	123	114	99
O=C(CCCCCCN1CC(=O)N2[C@H](c3ccc(Br)cc3)c3[nH]c4ccccc4c3C[C@@H]2C1=O)NO	59	42	51	67	39	89	41	72	57
COc1cc(/C=C/C(=O)c2cc(OC)c(OC)c(OC)c2)cc(OC)c1OC	62	21	85	105	67	85	84	58	63
CCN(CC)C(C)C(=O)Nc1cccc(Cl)c1C (configuration not stated)	84	112	/	87	87	108	91	/	99
CCN1C(=N)N(c2ccccc2)C(=O)C(CC)(CC)C1=O	99	111	96	/	101	106	107	107	105
NS(=O)(=O)c1ccc(-c2cc(-c3nnc(SC/C(=N/O)c4ccccc4)n3-c3ccccc3)c3ccccc3n2)cc1	72	91	66	91	61	88	110	82	92
CCOC(=O)c1c(C)nc2ccccc2c1/C=C/c1ccc(OC)cc1	52	91	57	78	60	78	86	59	80
O=C(O)c1ccc(Cn2cc(CSc3nc4ccccc4s3)nn2)cc1	92	113	79	93	96	95	102	101	92
O=C(CCBr)OCCc1ccccc1	98	108	101	104	90	99	100	109	105
NC(N)=N/N=C/c1ccc(Cl)c([N+](=O)[O-])c1	93	118	/	/	86	111	115	100	97
COc1ccc(Nc2cc(Cl)ccc2C(=O)O)cc1	85	137	92	96	98	105	117	100	98
COc1cc(-n2nnc3c4nc(-c5ccc(Cl)cc5)oc(=O)c4c(C)nc32)cc(OC)c1OC	85	110	93	89	100	104	109	103	101
O=C1Nc2ccc(Cl)cc2/C1=N/c1nc(-c2ccc(Cl)cc2)cs1	25	-20*	/	-2.6*	3.0*	-16*	-15*	12	17
N#Cc1c(-c2cc(=O)oc3ccc(Cl)cc23)cc(-c2cc3cc(Br)ccc3oc2=O)nc1N	81	108	99	84	92	109	95	98	95
O=C(O)CCc1ccc2cc(O)ccc2c1	92	107	93	90	100	106	99	99	102

The list goes on; it opens with the 6 that closed the last part.
SMILES	UO-31	RXF 393	CAKI-1	A498	PC-3	786-0	TK-10	ACHN	SN12C
NC(N)=N/N=C/c1ccc(Cl)c([N+](=O)[O-])c1	93	118	/	/	86	111	115	100	97
COc1ccc(Nc2cc(Cl)ccc2C(=O)O)cc1	85	137	92	96	98	105	117	100	98
COc1cc(-n2nnc3c4nc(-c5ccc(Cl)cc5)oc(=O)c4c(C)nc32)cc(OC)c1OC	85	110	93	89	100	104	109	103	101
O=C1Nc2ccc(Cl)cc2/C1=N/c1nc(-c2ccc(Cl)cc2)cs1	25	-20*	/	-2.6*	3.0*	-16*	-15*	12	17
N#Cc1c(-c2cc(=O)oc3ccc(Cl)cc23)cc(-c2cc3cc(Br)ccc3oc2=O)nc1N	81	108	99	84	92	109	95	98	95
O=C(O)CCc1ccc2cc(O)ccc2c1	92	107	93	90	100	106	99	99	102
COc1ccc(-c2nn(-c3ccccc3)cc2C2SCC(=O)N2c2cccc(F)c2)cc1OC (configuration not stated)	91	129	97	110	101	99	112	102	103
C=CCNC(=S)N/N=C/C=C/C	87	111	91	108	94	101	102	102	90
CCOC(=O)c1c(C)nc2c(c1N)C(=O)C(=O)N2Cc1cc(F)cc(Cl)c1	91	89	/	76	77	84	82	100	95
O=Cc1cnc(C2OCCO2)s1	88	109	95	113	97	106	90	98	102
OC1(c2ccccc2)c2ccccc2Oc2ccccc21	74	94	71	110	94	110	107	94	92
COc1cccc(/C=C(/C(=O)NS(=O)(=O)c2ccc(Cl)cc2Cl)c2cc(OC)c(OC)c(OC)c2)c1	70	109	85	88	84	100	115	105	95
O=C(N/N=C/c1cc(O)c(O)c(O)c1)c1ccc2nc(-c3ccc(Cl)cc3)[nH]c2c1	75	92	90	78	82	105	146	99	92
CC(NCCNC(C)c1cccnc1)c1cccnc1 (configuration not stated)	97	106	98	107	100	102	101	96	103
COc1ccc(Nc2nc(=O)c3ccccc3s2)cc1OC	83	97	89	98	96	91	107	98	91
N#CC1=C(N)Oc2nc[nH]c(=O)c2C1c1cccs1 (configuration not stated)	97	98	95	107	98	103	105	101	105
O=C(CSc1nnc(Cn2c(C(F)(F)F)nc3ccccc32)o1)N1CCOCC1	93	115	107	97	102	104	/	105	106
O=C(CC(CC(=O)c1cccs1)c1ccc(O)cc1)c1cccs1	94	120	98	108	80	95	97	103	102
COc1cc(C(=O)C[n+]2cccc3cc[nH]c32)cc(OC)c1OC	69	105	84	139	98	/	114	99	89
COc1cc2nc3cc([N+](=O)[O-])ccc3c(NCCNCC(C)(C)O)c2cc1OC	28	-47*	16	-49*	-36*	2.3*	9.9*	6.4*	-17*
CC(C)C(=O)CCCN1C(=O)c2ccccc2C1=O	87	104	99	82	116	102	99	111	97
CCCC(F)(C(N)=O)C(=O)O (configuration not stated)	84	122	85	89	91	100	98	107	108
O=c1c(/C=C/c2c(O)ccc3ccccc23)nnc2sc(-c3cccc([N+](=O)[O-])c3)nn12	20	75	25	51	53	57	83	32	46
CCOC(=O)c1cn2ncnc(Oc3ccc(NC(=O)NC4CC4)c(Cl)c3)c2c1C	65	92	101	-0.6*	89	94	113	96	80
CCCCCCCCCCCN	91	121	101	/	96	98	105	108	100
C=C(C)[C@@H]1CC[C@]2(C(=O)N3CCNCC3)CC[C@]3(C)[C@H](CC[C@@H]4[C@@]5(C)CCC(=O)C(C)(C)[C@@H]5CC[C@]43C)[C@@H]12	91	108	88	102	95	98	102	103	99
COc1ccc(N=C2CSc3nnc(-c4cc(F)c(Cl)cc4Cl)n3N2)cc1	-69*	-53*	-11*	-42*	-55*	-45*	-48*	-26*	7.3*
COc1ccc(C2C=C(c3ccc(N)cc3)N=C3SC=CN32)cc1 (configuration not stated)	69	65	97	103	82	90	114	83	85
O=C1/C(=C/c2cc3cc4c(cc3nc2Cl)OCCO4)SC(=S)N1Cc1ccco1	83	99	85	65	91	101	104	101	89
CCOC(=O)Oc1ccc(C)cc1[N+](=O)[O-]	87	101	101	108	89	109	107	110	103
Nc1c(N=Nc2ccc([N+](=O)[O-])cc2)c(S(=O)(=O)O)cc2cc(S(=O)(=O)O)c(N=Nc3ccccc3)c(O)c12	82	109	97	113	85	113	132	98	107
Next part.
SMILES	UO-31	RXF 393	CAKI-1	A498	PC-3	786-0	TK-10	ACHN	SN12C
O=C(O)CN1C(=O)/C(=C/c2ccc(Cl)cc2)SC1=S	90	110	100	101	/	103	101	101	102
Fc1ccc(-c2nnc(Nc3ccc(Cl)cc3)o2)cc1	83	102	104	101	92	103	104	106	107
CC(=O)Oc1ccc(C2=Cc3ccc(OC(C)=O)cc3OC2C)cc1 (configuration not stated)	19	69	44	83	66	47	83	10	67
CC1(C)[C@@H](NOCCCN)CC[C@]2(C)[C@H]3C(=O)C=C4[C@@H]5C[C@](C)(C(=O)O)CC[C@]5(C)CC[C@@]4(C)[C@]3(C)CC[C@@H]12	-100*[100 µM]	-54*[100 µM]	-79*[100 µM]	-89*[100 µM]	-20*[100 µM]	-79*[100 µM]	-84*[100 µM]	-100*[100 µM]	-83*[100 µM]
COc1ccccc1CNCCCN1C(=O)c2ccc3c4c(ccc(c24)C1=O)C(=O)N(CCCNCCCNCCCN)C3=O	86	95	100	87	97	86	111	98	97
NC1(C(=O)O)c2ccccc2-c2ccccc21	97	121	96	116	100	91	89	101	/
CCC(=O)Oc1c(C)cc(O)c2ccccc12	52	92	95	101	59	85	132	78	93
O=C1CC(N2C(=O)CSC2=S)C(=O)N1c1ccc(Cl)cc1 (configuration not stated)	76	103	89	/	103	100	101	95	103
CC(=O)[C@H]1CC[C@H]2[C@@H]3C[C@@H](O)C4=CC(=O)CC[C@]4(C)[C@H]3C(=O)C[C@]12C	82	108	98	99	101	103	104	109	104
CCOC(=O)c1sc2ncc(-c3ccc(OC)cc3)n2c1C	79	111	96	107	92	106	156	-100*	92
Cn1nc(N)c(C#N)c1Nc1ccccc1	106	118	112	108	103	101	92	94	114
N#Cc1c(F)cccc1N1CCSCC1	/	97	75	94	98	96	80	103	91
CN1CCN(c2ncnc3c2[nH]c2ccc(Cl)cc23)CC1	81	104	97	94	98	90	106	89	99
Cc1cc(C)nc(NS(=O)(=O)c2ccc(NCn3cnc4ccccc43)cc2)n1	89	97	/	92	90	93	139	100	98
C/C(=C(/C)C1CC1CCNS(=O)(=O)c1ccc(C)cc1)c1cc(C)cc(C)c1 (configuration not stated)	92	98	88	95	91	102	102	99	85
O=C(CSc1nc2ccccc2[nH]1)c1cc2cc(Br)ccc2o1	87	114	100	88	96	102	113	105	103
O=c1[nH][n+](-c2no[n+]([O-])c2-c2ccc(F)cc2)no1	95	107	76	/	100	96	135	101	99
COc1ccc(-c2c3c(nn2-c2ccc(N)cc2)CCc2cnoc2-3)cc1	62	68	97	73	83	85	97	68	87
CCc1ccc(Nc2ncnc3c2cnn3-c2cccc(Br)c2)cc1	86	100	89	71	95	106	107	108	101
COc1cc2nc(-c3ccsc3)cc(OCCCN3CCC(O)CC3)c2cc1OC	64	64	78	/	48	66	76	25	59
O=S(=O)(NCCNc1nccc(-c2c(-c3ccc(O)cc3)nc3sccn23)n1)c1cccc2ccccc12	85	104	100	104	97	97	98	107	98
ClCc1c(Cl)c(Cl)c(Cl)c(CCl)c1Cl	-22*	-76*	-76*	89	8.1*	76	-74*	8.9*	41
Cc1cc(C)c(CC(=O)c2ccccc2)c(C)c1	78	112	/	107	95	111	111	94	102
NC(=O)SCC(=O)Nc1ccc(S(=O)(=O)Nc2ccccn2)cc1	96	108	102	113	92	109	95	102	97
N#C/C(=C\c1ccc(-c2ccc(F)cc2)o1)c1ccccc1	63	99	75	94	86	101	169	89	91
Next compounds follow.
SMILES	UO-31	RXF 393	CAKI-1	A498	PC-3	786-0	TK-10	ACHN	SN12C
CCSc1ccc(N2C(N)=NC(N)=NC2(C)C)cc1	101	70	99	54	27	36	/	103	42
CC(=O)/C=C(\C)Nc1ccccc1O	81	105	92	108	96	112	131	88	91
CCCCOc1ccc(SCCCN2CCOCC2)cc1	65	141	94	104	83	105	109	97	101
O=C(CN1C(=O)CN(/N=C/c2ccc([N+](=O)[O-])o2)C1=O)c1ccc(Cl)cc1	78	103	85	/	97	97	118	98	94
CN(CCNCc1ccccn1)CCNCc1ccccn1	-12*	-24*	-42*	-92*	5.0*	-3.8*	/	0.8*	28
CCOC(=O)Cc1csc(NCc2ccccc2)n1	99	108	102	/	104	104	100	105	108
Cc1ccccc1N=P(c1ccccc1)(c1ccccc1)c1ccccc1	73	88	71	89	87	108	106	84	102
COc1ccc(-c2nn(C(=O)c3cc(OC)c(OC)c(OC)c3)cc2N)cc1	72	108	68	99	110	101	104	97	94
Cc1cc(C)n(C(=O)c2sc(=S)n(-c3ccccc3)c2N=Nc2c(N)n[nH]c2N)n1	85	116	99	93	99	111	122	102	105
Cc1ccc(S(=O)(=O)Nc2ccc(C3=NNC(c4ccccc4F)C3)cc2)cc1 (configuration not stated)	69	96	64	82	87	102	135	91	91
COC(=O)CC(CC(=O)OC)n1cccc1	89	111	94	99	90	106	105	102	90
Cc1nn(CC(N)=O)c2c1C(=O)CC(C)(C)C2	86	111	100	104	91	92	96	97	96
CCCCCCCCCCCCCCCCOC(=O)c1c(C)[nH]c(/C=C2\N=C(c3ccc[nH]3)C=C2OC)c1C	30	32	15	34	46	11	19	49	56
c1ccc(-c2n(Cc3ccc4ccccc4n3)c3ccccc3[n+]2Cc2ccc3ccccc3n2)cc1	28	-4.1*	-18*	-16*	5.3*	12	/	34	2.6*
COc1ccc2[nH]cc(-c3nc(-c4c[nH]c5c(Cl)nccc45)cs3)c2c1	32	38	62	-15*	31	9.9*	50	16	56
Nc1ccc(S(=O)(=O)N/N=C/c2ccccc2[N+](=O)[O-])cc1	/	119	94	93	91	107	100	95	99
CCCCCc1cc[n+](CC(=O)c2ccc([N+](=O)[O-])cc2)cc1	72	98	113	101	59	96	75	103	91

One compound at a time (already shown). Screens in order: UO-31, RXF 393, CAKI-1, A498, PC-3, 786-0, TK-10, ACHN, SN12C
Cc1ccc(S(=O)(=O)Nc2ccc(C3=NNC(c4ccccc4F)C3)cc2)cc1 (configuration not stated) is entered as 69, 96, 64, 82, 87, 102, 135, 91, 91
Cc1nn(CC(N)=O)c2c1C(=O)CC(C)(C)C2 is entered as 86, 111, 100, 104, 91, 92, 96, 97, 96
c1ccc(-c2n(Cc3ccc4ccccc4n3)c3ccccc3[n+]2Cc2ccc3ccccc3n2)cc1 is entered as 28, -4.1*, -18*, -16*, 5.3*, 12, /, 34, 2.6*

Bioassay records from PubChem BioAssay.
